Screening data as filed in PubChem.
ABCB1 block – human ABCB1 inhibition, ABCG2 as counter-screen; actives 0.067% (n = 190,000); P08183; CCRF-Adr cells, JC-1 efflux, flow cytometry; AID 1326; inhibition, % at 6.6 µM; in the data active = inhibition above about 40%;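 also: 0% = vehicle and 100% = reference inhibitor; higher value means more JC-1 retained so stronger ABCB1 efflux block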
RGS4-Gao reg – human RGS4-Galphao interaction regulation; P09471; Multiplexed bead flow cytometry, RGS4-Galphao binding; actives lie on both sides; binding response (% of control), % at 10 µM; actives 0.33% (n = 220,000); AID 1415; in the data active = binding response below about 49% or above about 150%; inactive = in between;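 also: fluorescent Galphao activated with aluminum fluoride binding bead-coupled RGS4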
Target sequence (P09471 whole entry, looked up): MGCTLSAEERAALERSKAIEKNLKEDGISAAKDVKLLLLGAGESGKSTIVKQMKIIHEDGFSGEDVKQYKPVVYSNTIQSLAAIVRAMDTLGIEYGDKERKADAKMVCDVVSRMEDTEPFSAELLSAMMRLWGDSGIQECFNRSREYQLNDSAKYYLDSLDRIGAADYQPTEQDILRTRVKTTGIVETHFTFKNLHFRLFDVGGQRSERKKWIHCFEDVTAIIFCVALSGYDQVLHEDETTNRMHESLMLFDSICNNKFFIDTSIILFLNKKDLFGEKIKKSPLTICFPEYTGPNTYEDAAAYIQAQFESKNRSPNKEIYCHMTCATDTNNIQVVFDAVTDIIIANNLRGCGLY
Bim-Bcl-2 – disrupts Bim peptide binding to human Bcl-2; P10415; Bead-based flow cytometry, Bim peptide-Bcl-2 binding; inhibition, % at 10 µM; actives 0.06% (n = 190,000); AID 950; in the data active = inhibition above about 40%; inconclusive = no clear call, values can overlap the other calls;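 also: 0% = no compound wells with probe peptide and 100% = reference peptide inhibitor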
Target sequence (P10415 whole entry, looked up): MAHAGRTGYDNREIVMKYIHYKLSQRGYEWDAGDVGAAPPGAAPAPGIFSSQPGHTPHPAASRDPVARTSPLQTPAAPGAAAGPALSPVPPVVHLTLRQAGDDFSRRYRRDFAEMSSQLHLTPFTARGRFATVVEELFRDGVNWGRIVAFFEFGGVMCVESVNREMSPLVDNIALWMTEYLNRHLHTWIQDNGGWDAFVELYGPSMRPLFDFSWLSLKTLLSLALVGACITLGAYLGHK
Bim-Bcl-B – inhibitors of Bim-Bcl-B interaction, human | bead-based flow cytometry, Bim peptide-Bcl-B binding | inhibition, % at 10 µM | actives 0.073% (n = 190,000) | AID 951;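 also: 0% = tracer peptide without compound and 100% = reference inhibitor peptide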
Target sequence (Q9HD36 whole entry, looked up): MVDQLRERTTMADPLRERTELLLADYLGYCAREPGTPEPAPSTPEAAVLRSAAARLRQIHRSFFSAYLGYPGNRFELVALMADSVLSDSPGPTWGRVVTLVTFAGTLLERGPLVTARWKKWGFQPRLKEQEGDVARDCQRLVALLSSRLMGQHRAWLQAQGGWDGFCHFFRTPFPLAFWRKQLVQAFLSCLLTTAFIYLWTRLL
GSH fluor – GSH bead compound fluorescence profile. GSH beads flow cytometry, compound fluorescence 488/530 nm; hits give high values. actives 0.25% (n = 190,000). AID 1776. fluorescence (KMESF) at 10 µM; in the data active = fluorescence above about 89;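 also: glutathione beads carrying GST-tagged Bcl family fusion proteins plus one bare bead set; values are compound well signal with DMSO vehicle wells as background; inactives centre near 16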
Avidin fluor – compound fluoresces at 488/530 nm on avidin beads; compound fluorescence 488/530 nm, flow cytometry; hits give high values; fluorescence (KMESF) at 10 µM; actives 0.38% (n = 220,000); in the data active = fluorescence above about 47; also: inactives centre near 10
RGS7-Gao reg – modulates binding of RGS7 to human Galphao. Multiplexed bead flow cytometry; actives lie on both sides. binding response (% of control), % at 10 µM. actives 0.35% (n = 220,000); in the data active = binding response below about 49% or above about 150%; inconclusive = no clear call, values can overlap the other calls; inactive = in between;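 also: fluorescent Galphao held in activated GDP-AlF4 state binding bead-coupled RGS7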
Bcl-XL Bim block – inhibitors of Bim-Bcl-XL interaction, human; Q07817; Bim peptide-Bcl-XL binding, bead flow cytometry, fluorescence; inhibition, % at 10 µM; actives 0.04% (n = 190,000)
Bcl-W Bim block – disrupts Bim peptide binding to human Bcl-W. Q92843. bead-based flow cytometry. inhibition, % at 10 µM. AID 952. actives 0.02% (n = 190,000);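 also: 0% = bound tracer without compound and 100% = peptide blocker; higher means less fluorescent Bim peptide bound to Bcl-W beads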
Target sequence (Q92843 whole entry, looked up): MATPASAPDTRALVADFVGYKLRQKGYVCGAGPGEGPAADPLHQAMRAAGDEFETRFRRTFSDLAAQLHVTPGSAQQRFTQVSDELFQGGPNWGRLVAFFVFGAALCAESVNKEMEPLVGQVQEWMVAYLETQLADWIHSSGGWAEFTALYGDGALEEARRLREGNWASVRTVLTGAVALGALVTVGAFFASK
ABCG2 block – inhibitors of human ABCG2 transporter, ABCB1 counter-screen; inhibition, % at 6.6 µM; IgMXP3 cells, JC-1 efflux, flow cytometry; AID 1325; actives 0.1% (n = 190,000);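 active = inhibition above 80%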;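 also: 0% = DMSO and 100% = nicardipine control wells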
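test system = two drug-resistant human cell lines, ABCG2 and ABCB1 | amount = 3 million cells/mL final, two lines in 1:1 ratio | reagent = JC-1 transporter substrate | doses = one concentration, 6.6 µM final | incubation = 10 min at 25 °C | signal = flow cytometric JC-1 green MFI at 530 nm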
Bim-Bfl-1 – disrupts Bim binding to human Bfl-1 | actives 0.12% (n = 190,000) | inhibition, % at 10 µM | Bead-based flow cytometry, Bim-Bfl-1 binding inhibition;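 also: 0% = wells without compound plus tracer and 100% = blocker peptide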
The depositor's hits bear a star; ? = inconclusive; . = not tested or not shown. Rule as the data show it, unless noted: active = inhibition above about 40%. Outcome played no part in choosing rows. Share with any hit: about 1.3%.

SMILES	ABCB1 block	RGS4-Gao reg	Bim-Bcl-2	Bim-Bcl-B	GSH fluor	Avidin fluor	RGS7-Gao reg	Bcl-XL Bim block	Bcl-W Bim block	ABCG2 block	Bim-Bfl-1
Cn1cc(CCC(=O)N2CCCC(CCC(=O)NCc3ccccc3F)C2)cn1 (stereo unspecified)	0.8	102	-8	-5	51	15	111	-4	-4	2	-13
O=C(CN1CCCCC1)Nc1c2c(nc3ccccc13)N(c1ccccc1)CC2	0.0	101	-1	-8	13	18	?	-4	0	-1	-4
CC(C)C(=O)Nc1ncc(Cc2ccc(Cl)cc2)s1	-0.5	90	-1	0	13	.	90	-1	0	13	0
Fc1ccc(C2=CC(c3ccco3)n3ncnc3N2)cc1 (stereo unspecified)	.	102	-2	-5	12	5	99	-8	-3	11	0
Cc1ccc2c(c1)-c1c(ssc1=S)C(C)(C)N2C(=O)CSc1nncn1C	0.3	95	0	0	11	11	95	0	0	6	-3
CCOC(=O)C(C(C)=O)C(c1ccc(OC)cc1)C(C(C)=O)C(=O)OCC (stereo unspecified)	0.4	103	1	-6	5	8	103	-1	1	1	-5
O=C(CNC(=O)c1ccc(S(=O)(=O)N2CCCCC2)cc1)N/N=C/c1ccco1	1.1	103	-4	-8	8	24	100	-4	-2	3	-7
O=C(COc1ccc(-c2ccccc2)cc1)N1CCCC1	-1.0	98	-4	-1	14	8	101	2	0	2	-4
CCOc1c(OC)cccc1C1CC(=O)Nc2cc(OC)c(OC)cc21 (stereo unspecified)	1.1	98	-9	-8	14	25	96	-8	-5	17	-14
CC1(C)CC2CC(C)(CN2C(=O)COC(=O)c2ccc(Cl)c(N)c2)C1 (stereo unspecified)	0.8	99	-4	-5	12	10	99	-3	-1	2	-15
CCN1N=C(c2ccccc2)Cn2c1nc1ccccc12	0.4	101	-7	-5	53	9	105	1	4	7	-9
Cc1ccc(-c2nnc(Nc3ccc4c(c3)nc(C)n4C)c3ccccc23)cc1	-0.1	98	0	-4	12	32	97	-1	2	0	-2
CCN(CC)Cc1cc(C(C)=O)ccc1OCC(C)C	-1.1	102	6	1	28	8	100	5	3	-4	4
CNC(=O)c1ccc(=O)n(Cc2cccc(C(F)(F)F)c2)c1	0.0	101	-1	-3	14	7	?	0	-1	0	-4
CCc1ccc(NC(=O)C2CCN(S(C)(=O)=O)CC2)cc1	0.4	98	0	-1	10	37	99	0	0	6	-2
COc1cccc(-c2cc(C(=O)N3CCN(C(c4ccccc4)c4ccccc4)CC3)no2)c1	4.1	101	-6	-6	24	26	100	-2	0	12	-14
COC(=O)C1=C(C(=O)c2ccc(C)cc2)C(c2ccccc2)n2nnnc2N1 (stereo unspecified)	0.1	116	-1	3	29	7	113	-2	0	1	0
O=C(COC(=O)c1cc[n+]([O-])cc1)Nc1ccc(F)c([N+](=O)[O-])c1	-4.1	102	0	-5	22	12	104	-8	-7	-8	-1
CSc1nc2c(c(=O)[nH]1)C(c1ccc(C(F)(F)F)cc1)CC(=O)N2 (stereo unspecified)	0.5	100	3	1	26	12	109	3	2	2	-3
CN1CCN(S(=O)(=O)c2ccc3c4c(cccc24)C(=O)N3)CC1	0.3	93	-6	-3	24	6	90	1	0	2	-8
CC(C)CNC(=S)NC(=O)c1ccccc1Cl	0.0	104	-3	-4	6	3	100	-4	-3	-2	-1
COc1ccc(CCn2c(=N)c(C(=O)NCc3ccco3)cc3c(=O)n4ccccc4nc32)cc1	0.4	98	-7	0	18	9	97	4	4	15	-10
Cc1ccc(NC(=O)c2ccccc2)cc1-n1cnnn1	-2.7	101	0	-3	15	10	98	-2	0	37	-2
O=C(NN=C1CCCCCCC1)c1ccccn1	0.0	91	-2	0	17	35	89	3	0	0	0
Cc1cccc(Nc2ncnc3ccccc23)c1	0.7	93	13	11	19	2	97	4	11	5	5
NS(=O)(=O)c1ccc(CCNC(=O)c2cc(-c3ccc(Br)cc3)nc3ccccc23)cc1	-1.0	94	-2	0	9	8	105	-2	-1	-4	-2
COc1ccccc1NC(=O)c1ccc(CN2CCOCC2)cc1	0.0	102	-2	-4	6	7	105	0	3	0	-5
COc1cc(OC)c(OC)cc1/C=N/NC(=S)NCCN1CCOCC1	-0.4	101	-1	-1	14	9	?	0	-3	2	2
COc1ccc(NC(=O)c2ccc3c(c2)C(=O)N(Cc2cccnc2)C3=O)c(OC)c1	2.7	86	4	4	10	20	83	3	20	16	6
CS(=O)(=O)N1CCC(C(=O)NCc2ccco2)CC1	0.6	100	-9	-8	23	18	102	-7	-2	-5	-15
Cc1cc(OC(=O)c2cc(Cl)nc3ccccc23)ccc1Cl	0.8	104	-8	-3	49	5	104	-9	2	4	-8
CCOC(=O)CN1C(=N)N(c2nc(NC(C)C)nc(NC(C)C)n2)CC1=O	0.4	102	-1	-6	22	7	100	-3	-4	2	-3
O=S(=O)(c1cc(Cl)ccc1Cl)N1CCCC1	0.2	102	-5	-5	56	12	106	-11	3	1	-14
Cc1c(N2C(=O)/C(=C\c3cccc4ccccc34)SC2=S)c(=O)n(-c2ccccc2)n1C	1.5	104	-7	-9	33	13	104	6	0	3	-10
O=C(c1cc(-c2ccco2)on1)N1CCc2ccccc2C1	0.3	100	-9	-6	23	29	99	-7	-3	18	-17
Cc1ccc(OCCSc2nnc(C)c(=O)n2N)cc1	-0.2	104	-4	-5	11	9	100	0	-3	9	-6
CC(CC(=O)O)CC(=O)NNC(=O)c1cccc(Br)c1 (stereo unspecified)	-1.1	102	-1	-4	10	10	99	-4	-4	0	-4
COc1ccc(NC(=O)COc2ccc(/C=N/O)cc2OC)cc1	2.5	101	1	1	11	8	?	-2	1	3	0
Cc1cc(OCC(=O)Nc2cnn(CCCC(=O)O)c2)ccc1[N+](=O)[O-]	0.3	99	-3	0	16	9	99	-4	3	1	-5
CC(=O)c1c(O)c2ccccc2n(C)c1=O	0.4	91	-6	-5	18	8	91	0	0	2	-5
O=S(=O)(NCCSc1nnnn1-c1ccccc1)c1cccs1	1.2	101	-12	-7	32	11	101	-3	0	11	-19
COc1ccc(C(C)(C)C)cc1NC(=O)c1cc(S(=O)(=O)N(C)C)ccc1N1CCCC1	3.4	88	-4	-4	11	9	92	-4	-3	21	-4
COc1cc(/C=N/NC(=O)Nc2cccc3nsnc23)cc(OC)c1OC	-2.5	114	-5	1	25	8	114	-12	9	-4	-11
CN(C)S(=O)(=O)c1cccc(NC(=O)c2cc3c(cc2Cl)N2CCCCCC2=NS3(=O)=O)c1	-0.2	98	-2	1	11	6	94	1	0	0	-2
Oc1ccc(Cl)cc1C1=NCCNC(C(F)(F)C(F)F)=C1	-0.7	103	-9	-7	47	6	102	-16	1	17	-11
Cc1ccc(C)c(-c2cc(C(=O)NNC(=S)NCC(C)C)c3ccccc3n2)c1	0.1	102	-4	-12	11	24	103	-8	0	17	-2
CC(C)OCP(=O)(c1ccccc1)c1ccccc1	0.1	99	-3	-1	23	36	99	-1	-5	0	-2
O=C(CC1NCCc2ccccc21)Nc1ccccc1Cl (stereo unspecified)	0.5	99	-3	-1	12	10	98	0	-1	2	-2
COC(=O)c1cc(NC2c3ccccc3C(=O)N2Cc2ccco2)cc(C(=O)OC)c1 (stereo unspecified)	-2.4	104	-6	-6	19	7	100	-2	1	-1	-8
COc1ccc(/C=C/C(=O)c2ccc3c(c2)OCCO3)cc1[N+](=O)[O-]	2.2	102	-11	-10	30	12	99	-7	-1	53	-16
COc1ccc(Br)cc1CNCCSc1nnnn1C	0.3	102	-5	-4	253*	8	97	-7	-1	1	-14
O=C(Nc1ccc(N2CCOCC2)cc1)C1CCCN(S(=O)(=O)c2cccc(C(F)(F)F)c2)C1 (stereo unspecified)	1.9	103	-9	-7	32	45	112	-3	-1	10	-14
CCn1c(Cc2cccs2)nnc1SCC(=O)Nc1ccc(OC)c(OC)c1	1.2	101	-8	-6	25	7	101	-1	0	5	-12
Cc1nn(Cc2cccc3ccccc23)c(C)c1NC(=O)c1cccnc1	0.6	105	-5	-5	15	10	?	0	-1	0	-5
CN(C)CCN(Cc1cc2cc3c(cc2[nH]c1=O)OCO3)C(=S)NCc1ccco1	0.3	98	0	-2	14	11	96	-2	0	4	1
O=C(NCCCn1ccnc1)c1ccc(S(=O)(=O)N2CCOCC2)cc1	1.2	102	-1	-3	14	10	?	-1	0	3	-6
CCCc1cc(N2CCCC(C(=O)Nc3ccc(OC)cc3OC)C2)n2ncnc2n1 (stereo unspecified)	3.1	104	-11	-5	14	18	109	-2	2	31	-12
COc1ccc(/C=C/C(=O)OCC(=O)Nc2cc(C(N)=O)cc(C(N)=O)c2)cc1	-0.1	103	2	0	13	13	?	2	3	0	-2
CC(C)C(O)P(=O)(OCc1ccccc1)c1ccc(N(C)C)cc1 (stereo unspecified)	0.5	92	-7	-11	37	11	91	-3	-1	2	-6
CCC(C)C(NC(=O)C1CCC(C)CC1)C(=O)NC(CCSC)C(=O)OC (stereo unspecified)	0.5	100	-3	-1	11	6	102	-4	-6	1	-2

Following part
SMILES	ABCB1 block	RGS4-Gao reg	Bim-Bcl-2	Bim-Bcl-B	GSH fluor	Avidin fluor	RGS7-Gao reg	Bcl-XL Bim block	Bcl-W Bim block	ABCG2 block	Bim-Bfl-1
CCOc1ccc(NC(=O)CSc2nnc(Cn3c(=O)sc4ccccc43)n2C)cc1	3.1	101	-6	-8	15	24	103	-7	-6	5	-8
CC(C)C(NC(=O)c1ccccc1F)C(=O)Nc1nccs1 (stereo unspecified)	0.8	104	-1	0	20	6	109	-4	0	2	-4
COc1cccc(-c2cc(C(F)(F)F)nc(N3CCOCC3)n2)c1	0.1	105	-4	-2	20	15	107	-4	-4	1	0
CC(=O)c1ccc(OCC(O)CN2CCOCC2)cc1 (stereo unspecified)	-0.8	102	1	-3	21	7	102	-2	0	1	-1
COC1=C(N)C(=O)c2nc(-c3nc(C(=O)O)c(C)c(-c4ccc(OC)c(OC)c4O)c3N)ccc2C1=O	6.7	105	0	-2	19	8	100	-2	-2	5	1
Cc1ccc(NC(=O)C2CC(=O)N/C(=N/NC(=O)c3ccc(C)cc3)S2)cc1 (stereo unspecified)	0.1	103	-4	-8	12	10	97	-7	0	3	-8
CCC(=O)Nc1nc(-c2ccc3c(c2)CC(C)N3S(C)(=O)=O)cs1 (stereo unspecified)	0.6	102	-3	-3	8	9	97	-2	0	3	-7
O=S1(=O)CC(O)C(N2CCCCC2)C1 (stereo unspecified)	0.8	89	0	-5	18	8	87	-9	-1	-8	-2

2 of these compounds in another layout.
Values in the order: ABCB1 block	RGS4-Gao reg	Bim-Bcl-2	Bim-Bcl-B	GSH fluor	Avidin fluor	RGS7-Gao reg	Bcl-XL Bim block	Bcl-W Bim block	ABCG2 block	Bim-Bfl-1
- O=S1(=O)CC(O)C(N2CCCCC2)C1 (stereo unspecified)
 : 0.8	89	0	-5	18	8	87	-9	-1	-8	-2
- COc1cccc(-c2cc(C(F)(F)F)nc(N3CCOCC3)n2)c1
 : 0.1	105	-4	-2	20	15	107	-4	-4	1	0

An excerpt from above with just RGS4-Gao reg and ABCB1 block:
Compound	RGS4-Gao reg	ABCB1 block
CCOc1ccc(NC(=O)CSc2nnc(Cn3c(=O)sc4ccccc43)n2C)cc1	101	3.1
CC(C)C(NC(=O)c1ccccc1F)C(=O)Nc1nccs1 (stereo unspecified)	104	0.8
COc1cccc(-c2cc(C(F)(F)F)nc(N3CCOCC3)n2)c1	105	0.1
